TWEAK Fn14 block: inhibitors of TWEAK-Fn14 interaction signaling | TWEAK-stimulated Fn14 reporter cells, luciferase luminescence, 8 h | inhibition, % at 10 µM | hit rate 2% among 360,000; in the data active means inhibition above about 50%
CF NFkB block: inhibitors of cystic fibrosis induced NF-kB. KKLEB NF-kB-GFP reporter, PAF-induced, GFP fluorescence overnight. inhibition, % at 5 µM. hit rate 0.86% among 360,000. AID 588850;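 active means at least 50% inhibition at 5 µM, scaled per plate between neutral and stimulator controls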;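 further: PAF is a Pseudomonas aeruginosa culture filtrate used as stimulus; plate controls were PAF-stimulated DMSO wells for no effect and unstimulated DMSO wells for full effect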
HIF-2a inh: HIF-2a inhibition; 786-0 RCC cells HIF-2a reporter, luciferase luminescence, overnight; inhibition, % at 18.8 µM; AID 624352; hit rate 0.72% among 360,000;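 active means inhibition of the luminescence signal of 40% or more relative to plate controls, in a single-dose primary screen at 18.75 µM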
Shn3 inh set2: inhibitors of Schnurri-3 3'UTR reporter in osteoblasts; Clone20 osteoblast Shn3 3'UTR firefly luciferase, 24 h; inhibition, % at 12.5 µM; hit rate 0.52% among 360,000; AID 588674;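 active means mean inhibition of at least 75% with every replicate also reaching 75%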;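 further: 0% = median of neutral control wells and 100% = pilot-screen positive control compound; some compounds past the cut are filed as inactive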
aDG glyco up: alpha-DG glycosylation activation; hit rate 0.22% among 360,000; AID 624168; activation, % at 10 µM; Pro5-aDG cells, alpha-DG glycosylation AlphaScreen (IIH6); 0% Pro5, 100% B10-LARGE cell signal;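 active means activation of at least 8% versus controls, or a plate z-score of at least 8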;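 further: Pro5 are CHO cells carrying HIG-tagged alpha-DG that lacks glycosylation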
iPSC survival up: enhancers of human iPSC single-cell survival; hiPSC single-cell survival, ATPlite luminescence; 100% = ROCK inhibitor wells, 0% = DMSO; survival enhancement, % at 20 µM; hit rate 0.044% among 360,000; AID 602274; in the data active means survival enhancement above about 18%;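 further: cells exposed to compounds for 16 hours before the ATP read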
NR2E3 ag-1: activates human photoreceptor nuclear receptor NR2E3 | GST-NR2E3/biotin-RetCOR TR-FRET, 1536-well | inhibition of corepressor binding, % at 4.78 µM | hit rate 0.12% among 320,000 | Q9Y5X4 | AID 2300;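 active means percent inhibition above the cutoff of mean plus 3 SD of all tested compounds, set per screening campaign, cut at about 20% in these data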;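 further: 0% = DMSO wells and 100% = biotin wells as full block of FRET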
Target sequence (Q9Y5X4 whole entry, looked up): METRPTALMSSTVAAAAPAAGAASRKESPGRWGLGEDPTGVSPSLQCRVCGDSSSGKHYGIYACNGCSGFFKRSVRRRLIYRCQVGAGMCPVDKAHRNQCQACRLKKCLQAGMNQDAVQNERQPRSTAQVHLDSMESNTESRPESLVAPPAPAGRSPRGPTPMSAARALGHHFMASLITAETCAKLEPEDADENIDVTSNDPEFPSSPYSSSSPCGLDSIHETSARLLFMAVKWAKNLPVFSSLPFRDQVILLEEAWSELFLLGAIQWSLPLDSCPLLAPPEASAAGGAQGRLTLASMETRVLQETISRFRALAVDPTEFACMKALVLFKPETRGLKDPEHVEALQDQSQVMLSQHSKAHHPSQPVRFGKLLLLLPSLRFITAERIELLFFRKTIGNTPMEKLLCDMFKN
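Format: 1536-well format; test system: GST-NR2E3 and biotin-RetCOR proteins; read-out basis: percent inhibition of TR-FRET ratio; timing: 5 h incubation at 4 °C; detection: time-resolved FRET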
KKLEB cytotox: reduces viability of KKLEB cystic fibrosis airway cells; activity change (cytotoxicity), % at 5 µM; hit rate 0.36% among 360,000; KKLEB CF airway cells viability, ATPlite luminescence, overnight; active compounds read low; cells stimulated with P. aeruginosa culture filtrate; AID 602141;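 active means corrected activity change at or below -50% at 5 µM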
NR2E3 ag-2: human photoreceptor-specific nuclear receptor agonism | Q9Y5X4 | CHO-S Gal4-NCOR/VP16-NR2E3 two-hybrid, luciferase | inhibition of corepressor binding, % at 3.98 µM | hit rate 0.35% among 360,000 | AID 602229;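 active means inhibition above the mean of all tested compounds plus 3 SD, cut at about 70% in these data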;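 further: 0% = DMSO with NR2E3 transfected cells and 100% = cells lacking NR2E3 construct; higher means lower luciferase signal from less NR2E3 corepressor binding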
Peg3 promoter: reduces Peg3 promoter-driven luciferase expression in HeLa | HeLa PEG-Prom luciferase reporter, luminescence, overnight | inhibition, % at 20 µM | hit rate 1.7% among 360,000 | AID 588405;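 active means inhibition of at least 50% at 20 µM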
TRPM1 prom inh: reduces MITF-dependent TRPM1 promoter luciferase signal | hit rate 0.83% among 330,000 | AID 488899 | SK-MEL-5 TRPM1 promoter luciferase, 24 h | inhibition, % at 12.5 µM;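 active means mean inhibition across replicates of 60% or more, whatever share of single replicates reaches that level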; further: values of inactives mirror those of a sister screen read the other way
Starred values were filed as active, the others as inactive; . = not tested or not shown.

SMILES	TWEAK Fn14 block	CF NFkB block	HIF-2a inh	Shn3 inh set2	aDG glyco up	iPSC survival up	NR2E3 ag-1	KKLEB cytotox	NR2E3 ag-2	Peg3 promoter	TRPM1 prom inh
COc1cc(OC)cc(C(=O)NNC(=O)c2ccc(S(=O)(=O)N3CC(C)OC(C)C3)cc2)c1 (centres undefined)	5	-8	19	2	0.8	0.8	0	3	-41	17	7
O=C(Nc1ncc(Cc2cccc(Cl)c2)s1)c1ccc([N+](=O)[O-])cc1	-11	26	1	47	1.2	1.4	-1	-5	-6	3	25
COC(=O)C1CSC(C(=O)OC)N1C(=O)CN1CCN(c2ccccc2)CC1 (centres undefined)	-5	5	12	11	0.3	-3.9	2	9	18	1	16
Cc1cccc(C(=O)NCCC(=O)NCc2ccccc2F)c1	4	-22	-6	1	0.0	-0.4	-1	1	-50	11	10
CCN(CC)C(=O)CSc1nc2ncc(Cl)cc2[nH]1	4	-1	-1	6	-0.2	-0.2	1	4	-11	5	-6
C[C@H]1CN([C@@H](C)CO)S(=O)(=O)c2ccc(C#CC3CC3)cc2O[C@H]1CN(C)C(=O)c1cccnc1	0	14	-7	-2	0.0	-1.4	.	-10	-7	0	.
O=C(c1cc(-c2ccc(Cl)cc2)n[nH]1)N1CCN(C(=O)c2ccco2)CC1	-16	12	-14	-6	0.2	-0.6	0	-4	24	-5	-2
CC(=O)Nc1ccc(SCC(=O)NC(=O)c2ccc(Cl)cc2)cc1	-5	-19	-1	5	0.0	-1.0	.	8	1	-5	.
Cc1ccc(-n2nc3c(=O)n(CC(=O)NCc4ccccn4)nc(C)c3c2C)cc1	-3	6	9	12	0.1	-0.1	-2	-2	0	18	11
C[C@H](CO)N1C[C@H](C)[C@@H](CN(C)Cc2ccccc2)Oc2c(NC(=O)C3CC3)cccc2C1=O	-12	-18	-6	5	-0.3	-4.6	.	22	8	-3	6
O=C(c1cn(CC(=O)N2CCCCC2)c2ccccc12)C1CC1	0	-2	10	-17	-0.1	4.7	1	-9	-12	4	10
Cc1ccc(N(C(C)C(=O)N2CCCCC2)S(C)(=O)=O)cc1C (centres undefined)	-10	-5	14	8	0.1	0.1	-1	5	-4	-23	1
COc1ccc(/C=N/Nc2nc(-c3cccc(S(=O)(=O)N4CCCC4)c3)cs2)c(OC)c1	25	3	-6	-4	1.4	2.8	3	-2	-5	-27	11
CSCCC(NS(=O)(=O)c1cccc(C(F)(F)F)c1)C(=O)N(C)Cc1ccc2c(c1)OCCO2 (centres undefined)	0	-6	27	17	0.3	-0.3	-1	16	-12	8	7
CN(CC(=O)Nc1ccccc1Br)C(=O)c1ccccc1OCc1ccc(Cl)cc1	-8	-22	11	-2	0.1	0.2	.	10	-5	18	9
O=C(COC(=O)c1ncc(Cl)c(Cl)c1Cl)Nc1ccccc1OC(F)F	-21	8	20	-20	0.0	0.5	1	2	1	5	23
O=C(c1nn2c(C(F)(F)F)cc(-c3cccs3)nc2c1Br)N1CCCc2ccccc21	34	35	1	19	-0.3	0.2	-1	-19	3	49	0
CS(=O)(=O)Nc1ccc(S(=O)(=O)N2CCCC2)cc1	13	-14	11	-5	0.0	0.1	-2	12	-16	2	-14
CCOc1cc(/C=C2\N=C(SCC)SC2=O)cc([N+](=O)[O-])c1OC(C)=O	3	-9	2	-9	0.0	2.4	0	1	-30	7	14
COc1ccc2cc(C#N)c(SCC(=O)NNC(=O)Cc3ccccc3)nc2c1	-19	-24	7	0	-0.1	1.4	1	-9	-12	-2	-9
COc1cc(-c2c(-c3ccc4c(c3)OCO4)noc2-c2ccsc2)ccc1F	-11	12	-106	8	0.1	1.9	4	-1	-48	-58	-9
COc1cccc(CNC(=O)c2ccc(C)c(NC3=NC4CS(=O)(=O)CC4S3)c2)c1 (centres undefined)	7	-26	5	-10	0.0	-1.6	6	9	-17	0	.
COc1nc(-c2ccncc2)nc2ccccc12	-3	-30	-2	11	0.1	-1.1	4	-7	-5	1	2
Cc1[nH]n(C)c(=O)c1C(=O)c1c(-c2ccccc2Cl)noc1C	15	19	20	17	0.1	0.1	0	-7	16	7	0
COc1ccc(CCn2c(=N)c(C(=O)NCC3CCCO3)cc3c(=O)n4ccccc4nc32)cc1OC (centres undefined)	-28	2	-34	0	0.2	-0.4	-1	-4	-7	-21	-38

Next part
SMILES	TWEAK Fn14 block	CF NFkB block	HIF-2a inh	Shn3 inh set2	aDG glyco up	iPSC survival up	NR2E3 ag-1	KKLEB cytotox	NR2E3 ag-2	Peg3 promoter	TRPM1 prom inh
Cc1cc(C)nc(SCNC(=O)c2ccc(F)cc2)n1	-4	13	10	9	0.0	-1.3	2	1	-3	9	-1
CS(=O)(=O)c1cccc(C(=O)OCC(=O)c2ccc3c(c2)OCCO3)c1	-36	20	-29	-60	-0.1	0.3	.	-3	-14	-31	-12
O=C(Nc1ccc(CN2CCOCC2)cc1)c1cccc(-c2cc3ccccc3oc2=O)c1	3	-12	-22	6	0.0	-0.2	-3	-8	-40	25	2
CCOc1ccc(/C=N/OCC(=O)NCc2ccc3c(c2)OCO3)cc1OC	-20	-5	6	7	0.3	-2.5	-2	17	-14	0	-7
Cc1ccc(OCc2ccc(-c3ccccc3)cc2)c([N+](=O)[O-])n1	-38	-13	-214	-12	0.1	-0.1	4	6	-33	-93	-39
COC(=O)CNC(=O)c1c(-c2ccccc2Cl)noc1C	17	-4	0	3	-0.2	-0.6	2	9	2	-5	11
Cc1cccc(C)c1NC(=O)C(Cl)=C(Cl)Cl	10	-7	-5	-17	1.6	-3.6	2	-1	-22	-1	-6
O=C(O)C(c1ccccc1)c1ccccc1	8	11	7	10	0.3	-0.8	-3	-2	14	-6	.
CCC1=NN2C(=N)/C(=C/c3c(C)nn(-c4ccccc4)c3Cl)C(=O)N=C2S1	17	5	21	-18	2.3	-1.7	1	-7	4	-23	1
CCC(C)NC(=O)CCS(=O)(=O)c1ccc(Br)s1 (centres undefined)	-27	-5	13	-19	3.5	4.7	5	-1	0	15	-1
Cc1ccc(S(=O)(=O)/N=C(\Nc2cc(C)on2)c2ccc(Cl)cc2)cc1	13	14	0	10	0.0	-0.4	0	0	-20	-25	-8
CC(C)(C)[C@@H]1COC(=O)[C@@H](NC(=O)OCC2c3ccccc3-c3ccccc32)C/C=C\C[C@@H](CC(=O)NCCO)C(=O)N1	-18	0	-2	86*	0.3	-0.4	.	16	2	4	8
Cc1nc2cc(S(=O)(=O)N(C)C)ccc2n1-c1ccccc1	-7	0	3	-41	-0.4	-2.1	2	-3	-9	1	-15
CCC1CCCCN1C(=O)CN1C(=O)CSC1=O (centres undefined)	-10	4	19	8	-0.3	3.9	0	6	3	12	7
CC1CC(=O)N(c2ccc(C(C)C)cc2)C(=O)C1	-8	10	9	2	-0.1	-0.3	7	-20	-22	6	-1
O=[N+]([O-])c1ccccc1/C=N/Nc1nnc(-c2ccccc2)c(-c2ccccc2)n1	14	-2	6	-5	0.0	0.6	-1	-1	-8	4	23
O=C(Nc1ccnn1C1CCN(C(=O)c2c(F)cccc2F)CC1)C1CC1	2	12	1	3	0.1	1.3	2	10	-47	12	5
COc1ccccc1C(=O)OCC(=O)NC12CC3CC(CC(C3)C1)C2	-4	-14	2	-8	0.0	-0.4	.	10	17	0	-37
CN1c2ccccc2C(=O)C(=C2SCCCS2)S1(=O)=O	-6	3	-47	3	0.0	0.6	-2	0	10	-2	5
COc1ccccc1-c1nnc(SC(C)C(=O)Nc2ccc(C(N)=O)cc2)o1 (centres undefined)	8	17	3	-21	-0.4	-0.3	-1	-1	4	1	7
Cc1ccccc1N/C(SCc1cccc(Br)c1)=C(/C#N)C(N)=O	17	6	12	15	1.0	-1.5	-1	-4	5	6	8
CCc1ccc(/C=N/NC(=O)c2cc(C)on2)s1	-18	-4	-165	-1	1.6	-0.5	-1	3	7	-85	-46
Cc1ccc(NC(=O)c2nc[nH]c2C(=O)N[C@@H](C)C(=O)OC(C)(C)C)cc1	24	-16	-4	0	0.0	2.4	-1	11	6	14	2

15 neighbouring records already listed, quoted:
SMILES	TWEAK Fn14 block	CF NFkB block	HIF-2a inh	Shn3 inh set2	aDG glyco up	iPSC survival up	NR2E3 ag-1	KKLEB cytotox	NR2E3 ag-2	Peg3 promoter	TRPM1 prom inh
CCC1=NN2C(=N)/C(=C/c3c(C)nn(-c4ccccc4)c3Cl)C(=O)N=C2S1	17	5	21	-18	2.3	-1.7	1	-7	4	-23	1
CCC(C)NC(=O)CCS(=O)(=O)c1ccc(Br)s1 (centres undefined)	-27	-5	13	-19	3.5	4.7	5	-1	0	15	-1
Cc1ccc(S(=O)(=O)/N=C(\Nc2cc(C)on2)c2ccc(Cl)cc2)cc1	13	14	0	10	0.0	-0.4	0	0	-20	-25	-8
CC(C)(C)[C@@H]1COC(=O)[C@@H](NC(=O)OCC2c3ccccc3-c3ccccc32)C/C=C\C[C@@H](CC(=O)NCCO)C(=O)N1	-18	0	-2	86*	0.3	-0.4	.	16	2	4	8
Cc1nc2cc(S(=O)(=O)N(C)C)ccc2n1-c1ccccc1	-7	0	3	-41	-0.4	-2.1	2	-3	-9	1	-15
CCC1CCCCN1C(=O)CN1C(=O)CSC1=O (centres undefined)	-10	4	19	8	-0.3	3.9	0	6	3	12	7
CC1CC(=O)N(c2ccc(C(C)C)cc2)C(=O)C1	-8	10	9	2	-0.1	-0.3	7	-20	-22	6	-1
O=[N+]([O-])c1ccccc1/C=N/Nc1nnc(-c2ccccc2)c(-c2ccccc2)n1	14	-2	6	-5	0.0	0.6	-1	-1	-8	4	23
O=C(Nc1ccnn1C1CCN(C(=O)c2c(F)cccc2F)CC1)C1CC1	2	12	1	3	0.1	1.3	2	10	-47	12	5
COc1ccccc1C(=O)OCC(=O)NC12CC3CC(CC(C3)C1)C2	-4	-14	2	-8	0.0	-0.4	.	10	17	0	-37
CN1c2ccccc2C(=O)C(=C2SCCCS2)S1(=O)=O	-6	3	-47	3	0.0	0.6	-2	0	10	-2	5
COc1ccccc1-c1nnc(SC(C)C(=O)Nc2ccc(C(N)=O)cc2)o1 (centres undefined)	8	17	3	-21	-0.4	-0.3	-1	-1	4	1	7
Cc1ccccc1N/C(SCc1cccc(Br)c1)=C(/C#N)C(N)=O	17	6	12	15	1.0	-1.5	-1	-4	5	6	8
CCc1ccc(/C=N/NC(=O)c2cc(C)on2)s1	-18	-4	-165	-1	1.6	-0.5	-1	3	7	-85	-46
Cc1ccc(NC(=O)c2nc[nH]c2C(=O)N[C@@H](C)C(=O)OC(C)(C)C)cc1	24	-16	-4	0	0.0	2.4	-1	11	6	14	2

Screening data from PubChem BioAssay.
